APOBEC3G inh = APOBEC3G DNA deaminase inhibitors, primary screen, biochemical, fluorescence, single-stranded DNA substrate, uHTS | DNA dC->dU-editing enzyme APOBEC-3G (Homo sapiens), Q9HC16 | recombinant A3G, ssDNA deamination FAM/TAMRA fluorescence | inhibition, % at 20 µM | 0.28% of 330,000 active | AID 493012, 2011;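 active = inhibition of at least 40% at 20 µM, with no more than 30% in the related APOBEC3A deaminase screen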;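 note: plate controls were DMSO wells with A3G for no effect and wells lacking A3G enzyme for full effect; some compounds called inactive have numbers as strong as hits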
TIM10 inh = growth inhibitors of isogenic TIM10 control yeast, primary screen, counter-screen for tim10-1 yeast inhibitor project, luminescence, uHTS | S. cerevisiae TIM10 strain growth, BacTiter-Glo luminescence, 24 h | inhibition, % at 10 µM | 1.4% of 330,000 active | AID 463195, 2010;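 active = inhibition of 40% or more at the single tested concentration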;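 note: wild-type TIM10 isogenic control strain grown at permissive 25 °C; 0% = DMSO yeast wells and 100% = minimal medium wells without yeast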
tim10-1 inh = growth inhibitors of tim10-1 mutant yeast, primary screen, luminescence, uHTS. S. cerevisiae tim10-1 ts strain growth, BacTiter-Glo, 24 h. inhibition, % at 20 µM. 2.2% of 330,000 active;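 active = inhibition of at least 40%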;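 note: mutant grown at 25 °C; 0% = DMSO wells with yeast and 100% = wells holding no yeast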
beta cell repl = inducers of MIN6 beta-cell proliferation, primary screen, ATP luminescence, uHTS | MIN6 cells proliferation, ATPlite luminescence, 48 h; cells starved in 0.2% serum; 100% = growth in 10% serum | proliferation, % at 10 µM | 0.29% of 330,000 active | AID 2380, 2010;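 active = compounds whose signal lies at least 3.5 SD above the mean of all wells on their plate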;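 note: 0% = DMSO-treated cells in low-serum medium and 100% = 10% serum control; some compounds called inactive have numbers as strong as hits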
mIAP act = activators of mouse IAP, primary screen, biochemical, luminescence, uHTS | activation factor at 10 µM | 0.24% of 330,000 active | muIAP, CDP-Star luminescence, 30 min; stronger effect = higher value; 1 = vehicle-only enzyme signal, 0 = enzyme-free wells;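 active = activation factor of at least 2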; note: the source names both 10 and 20 µM as test concentration; values of inactives mirror those of a sister screen read the other way
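also added = chemiluminescent substrate CDP-Star | test system = mouse IAP enzyme | signal = chemiluminescence readout | compound = DMSO-dissolved test compounds | incubation = 30 min at room temperature | benchmarks = DMSO wells, no-enzyme wells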
mIAP block = inhibitors of mouse IAP, primary screen, biochemical, luminescence, uHTS; intestinal alkaline phosphatase [Mus musculus]; 0.2% of 330,000 active; inhibition, % at 10 µM; purified mouse IAP, CDP-Star luminescence, 30 min;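 active = inhibition of at least 40% at 10 µM in the primary screen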;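 note: plate controls were DMSO with enzyme for no effect and no enzyme wells for full effect; values of inactives mirror those of a sister screen read the other way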
NALP3 yeast inh = NALP3 inflammasome inhibitors in reconstituted yeast, primary screen, luminescence, uHTS | Yeast reconstituted NLRP3/ASC/caspase-1, beta-gal luminescence, 24 h | 0.39% of 330,000 active | inhibition, % at 10 µM;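 active = inhibition of 50% or more; inactive = inhibition below 50%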;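 note: plate controls were induced DMSO wells for no effect and uninduced yeast grown without galactose for full effect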
APOBEC3A inh = APOBEC3A ssDNA deaminase inhibitors, primary screen, selectivity assay for APOBEC3G inhibitor project, biochemical, FAM/TAMRA oligo cleavage fluorescence | recombinant A3A, FAM/TAMRA ssDNA deamination fluorescence | 0.41% of 330,000 active | DNA dC->dU-editing enzyme APOBEC-3A (Homo sapiens), P31941 | AID 493011, 2011 | inhibition, % at 20 µM;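 active = at least 40% inhibition at 20 µM here, with at most 30% in a related deaminase screen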;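 note: plate controls were A3A with DMSO for no effect and wells lacking A3A enzyme for full effect; some results filed as inactive read as strong as hits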
Target sequence (P31941 whole entry, looked up): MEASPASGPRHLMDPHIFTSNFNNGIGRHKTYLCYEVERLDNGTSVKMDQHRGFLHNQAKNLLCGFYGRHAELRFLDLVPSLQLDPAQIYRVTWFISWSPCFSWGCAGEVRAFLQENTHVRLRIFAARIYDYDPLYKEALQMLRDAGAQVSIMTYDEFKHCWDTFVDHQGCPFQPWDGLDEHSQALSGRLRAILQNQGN
hIAP block = human IAP inhibitors, primary screen, biochemical, luminescence, uHTS; Intestinal-type alkaline phosphatase (Homo sapiens), P09923; purified IAP, CDP-Star luminescence, 30 min; inhibition, % at 10 µM; 0.12% of 330,000 active; AID 2544, 2010;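 active = inhibition reaching a set limit with compound at 10 µM in the primary screen, cut at about 35% in these data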;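 note: plate controls were DMSO wells with enzyme for no effect and no-enzyme buffer wells for full effect; values of inactives mirror those of a sister screen read the other way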
Target sequence (P09923 whole entry, looked up): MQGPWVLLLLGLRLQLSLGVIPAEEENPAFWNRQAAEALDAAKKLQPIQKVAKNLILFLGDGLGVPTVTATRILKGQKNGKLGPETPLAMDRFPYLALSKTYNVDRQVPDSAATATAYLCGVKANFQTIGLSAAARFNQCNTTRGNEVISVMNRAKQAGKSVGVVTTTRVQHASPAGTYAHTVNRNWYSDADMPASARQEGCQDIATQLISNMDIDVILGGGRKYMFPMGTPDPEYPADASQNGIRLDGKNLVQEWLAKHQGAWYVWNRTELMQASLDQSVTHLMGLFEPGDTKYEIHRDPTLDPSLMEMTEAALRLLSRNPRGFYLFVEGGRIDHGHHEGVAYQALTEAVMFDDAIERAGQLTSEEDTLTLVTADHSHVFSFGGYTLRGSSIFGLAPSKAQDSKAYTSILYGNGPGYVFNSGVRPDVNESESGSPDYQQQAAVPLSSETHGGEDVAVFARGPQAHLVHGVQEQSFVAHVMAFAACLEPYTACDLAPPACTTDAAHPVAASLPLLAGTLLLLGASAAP
Numbers without * were called inactive. Compounds were not picked by outcome; any-hit rate near 4.6%.

Values run as follows: mIAP act, APOBEC3G inh, APOBEC3A inh, TIM10 inh, mIAP block, tim10-1 inh, NALP3 yeast inh, hIAP block, beta cell repl
> Cc1[nH][nH]c(=O)c1C(c1cc(Br)ccc1O)c1c(C)[nH][nH]c1=O
  0.87, -6, -3, 11, 13, 1, 11, -30, -2
> O=C(C(c1ccccc1)c1ccccc1)N1CCN(Cc2ccncc2)CC1
  0.95, -9, -3, 5, 5, -4, 25, 3, -1
> CC(C)(C)OC(=O)N1CCN(c2ccc(NC(=O)c3ccco3)cc2)CC1
  0.97, -11, -6, 11, 3, 16, 25, 10, -1
> CCn1cc(Cl)c(C(=O)Nc2nccs2)n1
  0.92, -9, 1, 6, 8, 2, 12, 10, 9
> Cc1ccc(NC(=O)CSc2nc3[nH]c(=O)cc(O)c3s2)c(Br)c1
  0.95, -1, 0, 11, 5, 9, -2, -8, -6
> Cc1nnc(SCC(=O)N2CCN(S(=O)(=O)c3ccccc3)CC2)n1Cc1ccccc1
  1, -2, -2, 10, 0, 10, 20, -10, 2
> COc1ccc(NC(=O)C23CCC(C)(C(=O)O2)C3(C)C)cc1 (stereo not drawn)
  1, -1, -1, -1, -4, -2, 6, -3, -4
> COc1ccc2c(c1)OC[C@H]1[C@H]2N2C(=O)c3cc(OC)c(OC)cc3NC(=O)[C@@]2(C)[C@H]1c1ccccc1
  0.95, -6, -2, 13, 5, 29, 9, -1, -8
> CCN(CC)S(=O)(=O)c1ccc(C(=O)OCCN2C(=O)c3cccc4c(N5CCOCC5)ccc(c34)C2=O)cc1
  1, -5, -1, 19, -2, 10, 15, 4, 0
> O=C(Nc1cnn(C23CC4CC(CC(C4)C2)C3)c1)c1cnn2c(C(F)(F)F)cc(-c3ccco3)nc12
  1, -1, -2, 15, -2, 24, 25, 12, -4
> CCCCOC(=O)CSC1=C(C#N)C(c2ccccc2OC)C(C#N)C(=O)N1 (stereo not drawn)
  0.99, -1, 2, 8, 1, 14, 23, 6, 2
> Cc1ccccc1C(=O)Nc1ccc2c(C#N)c3nc4ccccc4nc3n2c1
  0.67, 2, 3, 8, 33, 27, 9, 7, -4
> CNc1ccc(C(=O)c2ccccc2C(=O)O)cc1[N+](=O)[O-]
  1, -2, 1, 1, 0, 13, 26, 11, 0
> COc1ccc(Cn2nnc3c(=O)[nH]c(C4CCN(C(=O)c5ccccc5Cl)CC4)nc32)cc1
  1, -5, -4, 11, 0, 2, 21, 4, -3
> CCOC(=O)c1ccc(N2C(=O)CC(N3CCCC(C)C3)C2=O)cc1 (stereo not drawn)
  1.1, -4, 1, 46*, -6, 66*, 7, -13, 2
> COc1ccc(CCNC(=O)c2ccc(=O)[nH]c2)cc1
  0.98, -1, 2, 3, 2, 5, 8, 5, -1
> CC(=O)N1CCN(Cc2cc(=O)n3cc(Cl)c(C)c(Cl)c3n2)CC1
  1.1, 0, 1, -3, -6, 7, 2, 0, 0
> COc1ccc(S(=O)(=O)N2CCCCC2)cc1NC(=O)C1CC(=O)N(Cc2ccccc2)C1 (stereo not drawn)
  1, -9, -2, 12, -2, 2, 10, -12, 0
> CCCCCn1c(CN2CCN(C(=O)OCC)CC2)nc2c1c(=O)[nH]c(=O)n2C
  0.98, 0, 1, 20, 2, 13, 19, 9, 0
> CC(=O)Nc1ccc(NC(=O)CSc2nc3c(=O)n(C)c(=O)n(C)c3n2C)cc1
  0.88, 0, 0, 6, 12, 9, 19, -35, -5
> CC(=O)Nc1cccc(NC(=O)Nc2cccc3ccccc23)c1
  1.6, -5, -1, 8, -55, -2, 2, -16, 0
> Cc1ccn2c(=O)nc(SCC(=O)NC3CCCC3)nc2c1
  1, -8, 1, -12, 0, -15, -1, 0, -2
> NC(=O)C1CCCN(C(=O)c2ccc(Cl)c(S(=O)(=O)N3CCc4ccccc43)c2)C1 (stereo not drawn)
  0.98, 7, 4, 15, 2, 21, 15, -3, -3
> COc1cccc(S(=O)(=O)Nc2cccc(C(=O)N3CCOCC3)c2)c1
  1.1, -7, -2, -4, -10, 15, 12, -10, 0
> CCOc1ccccc1N1C(=O)c2ccc(C(=O)O)cc2C1=O
  1, -3, -1, -14, 0, 4, 12, -15, -3
> COc1ccc(C(=O)Nc2ccc(C(=O)NCCc3ccc(OC)c(OC)c3)cc2)cc1
  1.2, -5, 1, -2, -17, -24, 12, -30, -3
> O=C(CNC(=S)NC(=O)c1ccccc1)c1ccccc1
  0.76, -1, -3, 21, 24, 18, 21, 9, 3
> Cc1c(Cl)cn2c(=O)cc(CN3CCN(c4ccc(F)cc4)CC3)nc2c1Cl
  1, 1, -2, -4, 0, 5, 39, -2, -3
> CCSc1nc2c(sc3ccccc32)c(=O)n1C(C)C
  0.89, -9, -4, -28, 11, -13, 28, 24, -5
> CN1CCN(NC(=O)c2cc(S(=O)(=O)Nc3ccc(Cl)cc3)ccc2Cl)CC1
  1.1, -1, -3, 16, -11, 2, 29, -1, 1
> CN(Cc1cn(C)nc1-c1cccc(Cl)c1)C1CCOCC1
  1, -7, -5, -15, -3, 12, -2, -12, -1
> CC(=O)c1ccc(OC(C)C(=O)Nc2cccc(S(=O)(=O)NCc3ccco3)c2)cc1 (stereo not drawn)
  1, 12, -5, -6, -1, 22, 4, -12, -2
> O=C(COC(=O)c1cc(Br)ccc1O)Nc1cccnc1Cl
  0.96, -3, 1, -2, 4, 8, 5, -4, 2
> c1cc(CNC2=NCCCCC2)ccn1
  0.97, -9, -5, -4, 3, 5, 0, 1, 0
> Cc1ccc(C)c(OCCC(=O)OCC(=O)NNC(=O)c2ccccc2)c1
  0.97, -8, -1, 1, 3, 1, 16, -9, 4
> O=C(Nc1ccccn1)c1ccc(Cl)s1
  1, -10, -4, 7, -1, -18, 16, -14, -1
> Cn1c(-c2ccc3c(c2)OCO3)cnc1NCc1ccccc1Cl
  0.88, -8, -5, -13, 12, -24, 25, 2, -4
> CC1(C)CC(=O)C2=C(C1)N(Cc1ccccc1)C(=O)C2(O)C(F)(F)F (stereo not drawn)
  0.97, -3, -1, -18, 3, 3, 3, -16, -1
> O=C(c1cc(-c2ccccc2)on1)N1CCN(C(=O)c2ccco2)CC1
  1.1, -2, 0, 1, -8, -8, 7, -38, -1
> CCCNC(=O)c1cc2c3ccccc3n(C)c2s1
  1.1, 0, 3, 31, -10, 36, 51*, -15, 4

Whole records from above.
CN(Cc1cn(C)nc1-c1cccc(Cl)c1)C1CCOCC1 is listed with mIAP act = 1; APOBEC3G inh = -7; APOBEC3A inh = -5; TIM10 inh = -15; mIAP block = -3; tim10-1 inh = 12; NALP3 yeast inh = -2; hIAP block = -12; beta cell repl = -1
CCOc1ccccc1N1C(=O)c2ccc(C(=O)O)cc2C1=O is listed with mIAP act = 1; APOBEC3G inh = -3; APOBEC3A inh = -1; TIM10 inh = -14; mIAP block = 0; tim10-1 inh = 4; NALP3 yeast inh = 12; hIAP block = -15; beta cell repl = -3

Returning to the listing, repeating the 5 entries before the break.
Values run as follows: mIAP act, APOBEC3G inh, APOBEC3A inh, TIM10 inh, mIAP block, tim10-1 inh, NALP3 yeast inh, hIAP block, beta cell repl
> O=C(Nc1ccccn1)c1ccc(Cl)s1
  1, -10, -4, 7, -1, -18, 16, -14, -1
> Cn1c(-c2ccc3c(c2)OCO3)cnc1NCc1ccccc1Cl
  0.88, -8, -5, -13, 12, -24, 25, 2, -4
> CC1(C)CC(=O)C2=C(C1)N(Cc1ccccc1)C(=O)C2(O)C(F)(F)F (stereo not drawn)
  0.97, -3, -1, -18, 3, 3, 3, -16, -1
> O=C(c1cc(-c2ccccc2)on1)N1CCN(C(=O)c2ccco2)CC1
  1.1, -2, 0, 1, -8, -8, 7, -38, -1
> CCCNC(=O)c1cc2c3ccccc3n(C)c2s1
  1.1, 0, 3, 31, -10, 36, 51*, -15, 4
> CCOc1cccc(NC(=O)C2CC(=O)N(C)C(=Nc3ccccc3)S2)c1 (stereo not drawn)
  1.1, -5, -2, 16, -14, 19, 8, 1, -3
> Cc1ccc(S(=O)(=O)N2CCCC2)s1
  0.99, -5, 0, 3, 1, 3, -15, -8, 1
> N#CCSc1nn(-c2ccc(F)cc2)c(=S)s1
  1, -11, -3, 24, 0, 39, -27, 4, 1
> COc1ccc(C(=O)Nc2ccc(NC(C)=O)cc2)cc1S(=O)(=O)N1CCCCC1C (stereo not drawn)
  0.92, -8, 4, 20, 8, 18, 21, 1, -1
> CCOC(=O)CSC1=C(C#N)C(c2ccc(C)cc2)C(C(=O)OC)C(=O)N1 (stereo not drawn)
  0.97, -10, -4, 16, 3, 1, 13, -6, -2
> COC1(c2ccccc2)NC(=S)NN=C1c1ccccc1 (stereo not drawn)
  1, -7, -7, 8, -5, 13, 8, -11, -4
> Cc1cccc(C)c1NC(=O)C1CCCN1C(=O)NCc1ccccc1 (stereo not drawn)
  0.97, -12, -3, 4, 3, -4, 13, -6, -1
> Cc1ccc(N2C(=O)N(CC(=O)Nc3c(C)cc(C)cc3Cl)C(=O)C2C)cc1 (stereo not drawn)
  1.1, -8, 6, 1, -8, 10, 25, -6, -1
> O=C(/C=C/c1ccoc1)c1ccccc1O
  0.89, -1, 0, 11, 12, 15, -22, -6, -1
> COc1ccc(CSc2n[nH]c(C)n2)cc1Br
  0.96, -1, 0, -3, 4, -1, 14, -19, -2
> CCOc1ccc(/C(O)=C2\C(=O)C(=O)N(c3ccc(OC)cc3)C2c2ccccc2[N+](=O)[O-])cc1 (stereo not drawn)
  0.99, -10, -3, 23, 1, 20, 19, 4, -4
> COc1ccc(N2C(=O)CC(N3CCC(O)(c4cccc(C(F)(F)F)c4)CC3)C2=O)cc1 (stereo not drawn)
  1.1, -3, 1, 25, -13, 43*, 11, -8, 0
> COC(=O)c1c(NC(=O)C2CC2)sc(C(=O)Nc2ccccc2)c1C
  0.96, -6, 1, 3, 4, -44, 33, 9, 6
> Cc1ccccc1OCCSc1nc2ncnc(N)c2[nH]1
  0.84, -9, -2, 1, 16, -2, -15, -36, -1
> CC(=O)c1c(N2CCN(C(=O)c3ccco3)CC2)nc(=S)n(-c2ccccc2)c1C
  1, -5, -2, -4, -4, 14, 4, -8, 1
> CC1(c2nnc(-c3ccc(Cl)cc3)o2)CC(c2ccc(Cl)cc2)=NO1 (stereo not drawn)
  0.98, -7, -1, -5, 2, 8, 10, 8, -6

High-throughput results deposited in PubChem by Sanford-Burnham Center for Chemical Genomics.
